High-throughput results (PubChem BioAssay)
AGP1 TOR yeast = modulators of TOR pathway AGP1-GFP in S. cerevisiae; GFP response vs DMSO, % at 10 µM; S. cerevisiae AGP1-GFP multiplex flow cytometry, 3 h; GFP as percent of DMSO wells; AID 2066; 0.02% of 320,000 active;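 active means GFP response relative to DMSO above a set limit, near screen average plus 3 SD, cut at about 150% in these data; inconclusive means fewer than 70 cells counted for the yeast strain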;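 further: median GFP channel fluorescence of the gated AGP1 strain per well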
MEP2-GFP yeast = modulators of TOR pathway MEP2-GFP in S. cerevisiae; S. cerevisiae MEP2-GFP strain, flow cytometry GFP, 3 h; 100% = DMSO control level; GFP response vs DMSO, % at 10 µM; 0.51% of 330,000 active; AID 2016;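 active means GFP response versus DMSO above a set limit, roughly screen mean plus 3 SD, cut at about 180% in these data; inconclusive means fewer than 70 cells counted for a yeast strain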;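 further: median GFP fluorescence of the barcode-gated MEP2-GFP cells per well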
procasp3 activ = activators of human procaspase-3 | P42574 | activation, % at 8.5 µM | recombinant procaspase-3 D3A, Ac-DEVD-pNA absorbance 405 nm | 0.11% of 330,000 active;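 active means activation above the mean of all tested compounds plus 3 SD, cut at about 21% in these data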;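 further: 0% = DMSO alone and 100% = DMSO wells spiked with extra 5 µM PC-3 D3A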
Target sequence (P42574 whole entry D9A/D28A/D175A): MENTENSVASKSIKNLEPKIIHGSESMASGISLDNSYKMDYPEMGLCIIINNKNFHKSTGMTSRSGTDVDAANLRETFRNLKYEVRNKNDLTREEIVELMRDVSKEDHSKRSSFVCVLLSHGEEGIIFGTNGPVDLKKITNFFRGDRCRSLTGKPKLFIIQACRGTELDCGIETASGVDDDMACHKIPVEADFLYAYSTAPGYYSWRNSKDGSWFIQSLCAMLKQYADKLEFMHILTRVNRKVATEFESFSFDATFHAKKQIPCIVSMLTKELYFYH
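System: Procaspase-3 D3A mutant. Medium: Zinc-free 300 mM NaCl, 50 mM HEPES, 0.01% Triton X-100. Schedule: 1 h preincubation plus 2 h reaction at 25 °C. Measured by: 405 nm absorbance of p-nitroaniline, reads at 0 and 120 min. Read-out: percent activation relative to control range.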
RPL19A TOR yeast = modulators of TOR pathway RPL19A-GFP in S. cerevisiae. AID 2025. 0.3% of 330,000 active. percent response vs DMSO, % at 10 µM. S. cerevisiae RPL19A-GFP strain, flow cytometry, 3 h; hits give low values;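 active means percent response vs DMSO below 50%; inconclusive means fewer than 70 events counted for the yeast strain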;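 further: median channel GFP fluorescence of the barcoded RPL19A-GFP strain; ratio of sample median GFP to plate DMSO average so 100% = DMSO; lower means less RPL19A-GFP as with rapamycin TOR inhibition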
AHR act = activators of human aryl hydrocarbon receptor; activation, % at 5 µM; AHR-responsive luciferase reporter cells, luminescence; P35869; 2.5% of 320,000 active; in the data active means activation above about 47%;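 further: 0% = vehicle wells and 100% = reference agonist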
LAP4-GFP MLPCN = yeast TOR pathway LAP4-GFP modulation | 0.34% of 320,000 active | GFP response vs DMSO, % at 10 µM | AID 2023 | S. cerevisiae LAP4-GFP multiplex, flow cytometry GFP, 3 h; median GFP as percent of DMSO wells;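 active means GFP response vs DMSO above a set limit, about the screen mean plus 3 SD, cut at about 150% in these data; inconclusive means under 70 cell events counted for the yeast strain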
proCasp7 act = activates human procaspase-7, counter-screen for procaspase-3 activators; P55210; recombinant procaspase-7, Ac-DEVD-pNA absorbance 405 nm; D23A/D198A/D206A triple mutant, cannot self-cleave; scale: DMSO 0, 5 µM enzyme 100; activation, % at 8.5 µM; 0.093% of 330,000 active; AID 463210;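 active means percent activation above the screen-wide mean plus 3 SD, cut at about 25% in these data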
Target sequence (P55210 whole entry D23A/D198A/D206A): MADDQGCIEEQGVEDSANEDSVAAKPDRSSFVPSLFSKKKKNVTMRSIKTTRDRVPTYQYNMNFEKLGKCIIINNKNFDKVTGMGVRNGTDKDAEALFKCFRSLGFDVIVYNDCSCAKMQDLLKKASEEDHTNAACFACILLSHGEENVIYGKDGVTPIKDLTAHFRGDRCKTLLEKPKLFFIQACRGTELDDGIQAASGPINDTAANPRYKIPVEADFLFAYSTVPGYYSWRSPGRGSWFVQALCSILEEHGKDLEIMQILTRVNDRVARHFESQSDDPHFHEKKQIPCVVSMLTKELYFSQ
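Replicates: singlicate. Assay system: Procaspase-7 triple mutant (PC-7 D3A). Signal: 405 nm absorbance of p-nitroaniline. Times: 1 h preincubation, 2 h reaction. Buffer or medium: Zinc-free HEPES pH 7.4 with 300 mM NaCl, 0.01% Triton X-100. Also added: DEVD-pNA substrate. Benchmarks: DMSO wells as 0%, DMSO with 5 µM added PC-7 as 100%.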
CIT2-GFP yeast = modulators of TOR pathway CIT2-GFP in S. cerevisiae | GFP response vs DMSO, % at 10 µM | AID 2029 | 0.065% of 320,000 active | S. cerevisiae CIT2-GFP strain, flow cytometry, 3 h; 100 means same as DMSO wells;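 active means GFP response relative to DMSO above a set limit, near the screen mean plus 3 SD, cut at about 150% in these data; inconclusive means Fewer than 70 cells measured for a yeast strain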;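 further: ratio of well median GFP fluorescence to mean of DMSO wells on the plate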
Starred values were filed as active, the others as inactive; ? = inconclusive; . = not tested or not shown; [ ] = another dose, or the depositor's remark.

Below each SMILES – CIT2-GFP yeast	proCasp7 act	RPL19A TOR yeast	AGP1 TOR yeast	MEP2-GFP yeast	AHR act	procasp3 activ	LAP4-GFP MLPCN
Cc1cc(C=O)c2c(c1)C=CC1(Oc3ccccc3C(=O)N1C)O2 (stereo unspecified)
 : 97	7	101	101	105	1	3	103
Cc1ccc(NC(=O)[C@H](NC(=O)[C@@H]2Cc3ccccc3CN2)c2ccccc2)c(C)c1
 : 101	-8	100	102	105	5	3	95
N#CCN1CCC2(O)CCCCC2C1c1ccc2c(c1)OCO2 (stereo unspecified)
 : 101	0	102	116	104	1	-9	113
Cc1ccc(CNC(=O)C(Cc2ccccc2)NS(=O)(=O)c2cccs2)cc1 (stereo unspecified)
 : 96	2	97	100	103	-1	8	96
CCOC(=O)Cn1c(-c2ccc(OC)cc2)c(-c2ccc(OC)cc2)nnc1=O
 : 103	3	105	98	120	0	7	93
Cc1sc2ncnc(N3CCC(C(=O)Oc4cccc(Cl)c4Cl)CC3)c2c1C
 : 103	-2	103	111	110	-1	3	108
N#Cc1ccsc1NC(=O)CN1CCOCC1
 : 110	5	109	106	108	10	-2	101
O=C(CCSc1nc(-c2ccco2)cc(C(F)(F)F)n1)N1CCCc2ccccc21
 : 92	-3	101	97	99	2	-3	95
COc1ccc(N2CCN(C(CNC(=O)c3cccc(Cl)c3)c3cccnc3)CC2)cc1 (stereo unspecified)
 : 111	0	104	106	108	4	10	109
CCNC(=O)NC(=O)CSc1ccc(S(=O)(=O)N2CCCCC2)cn1
 : 101	-10	105	111	102	1	-14	103

Record cards, from the list above:
`Cc1ccc(NC(=O)[C@H](NC(=O)[C@@H]2Cc3ccccc3CN2)c2ccccc2)c(C)c1` across the screens: CIT2-GFP yeast = 101; proCasp7 act = -8; RPL19A TOR yeast = 100; AGP1 TOR yeast = 102; MEP2-GFP yeast = 105; AHR act = 5; procasp3 activ = 3; LAP4-GFP MLPCN = 95
`N#CCN1CCC2(O)CCCCC2C1c1ccc2c(c1)OCO2` (stereo unspecified) across the screens: CIT2-GFP yeast = 101; proCasp7 act = 0; RPL19A TOR yeast = 102; AGP1 TOR yeast = 116; MEP2-GFP yeast = 104; AHR act = 1; procasp3 activ = -9; LAP4-GFP MLPCN = 113

The results go on:
Below each SMILES – CIT2-GFP yeast	proCasp7 act	RPL19A TOR yeast	AGP1 TOR yeast	MEP2-GFP yeast	AHR act	procasp3 activ	LAP4-GFP MLPCN
O=C1NCCCC1C(=O)Nc1ccccn1 (stereo unspecified)
 : 92	-4	103	104	105	-1	11	91
Cc1sc(NC(=O)CSc2nnc3scc(-c4ccccc4)n23)c(C#N)c1C
 : 97	2	98	103	98	2	6	100
CCOC(=O)C1C(c2ccccc2O)NC(=O)NC1(O)C(F)(F)F (stereo unspecified)
 : 104	-1	103	108	97	0	-12	97
N#CCc1ccc(Oc2ncccn2)cc1
 : 91	-12	97	100	98	0	-1	105
Cc1ccc(-n2c(SCC(=O)Nc3ccc(C(=O)O)cc3)nnc2-c2ccncc2)cc1
 : 100	5	97	101	100	-1	5	100
NC(=O)c1ccccc1NC(=O)Nc1ccc(F)c(Cl)c1
 : 106	12	100	106	112	1	3	93
COc1ccc(C)cc1NC(=O)C1CCN(C(=O)c2ccc(C(C)(C)C)cc2)CC1
 : 112	4	103	101	113	13	-9	95
Cc1ccc(OCc2nnc(SCC(=O)N3C(C)CCCC3C)o2)cc1 (stereo unspecified)
 : 99	-3	103	101	103	0	-1	97
CCCCn1nc2cc(C(=O)NCc3ccc(C(F)(F)F)cc3C(F)(F)F)ccc2c1OCC
 : 112	-2	106	91	92	-11	6	109
CN(C)S(=O)(=O)c1ccc(N2CCCC2)c(C(=O)NCc2ccccc2)c1
 : 93	15	95	98	102	-1	1	98

Remaining list, next part
Below each SMILES – CIT2-GFP yeast	proCasp7 act	RPL19A TOR yeast	AGP1 TOR yeast	MEP2-GFP yeast	AHR act	procasp3 activ	LAP4-GFP MLPCN
COc1ccc(CCNCC(=O)N2C(C)CCCC2C)cc1OC (stereo unspecified)
 : 94	2	98	108	108	2	3	103
Cc1cc(=O)oc2c(C)c(OC(C)C(=O)NCc3ccccn3)ccc12 (stereo unspecified)
 : 109	2	97	104	93	8	8	92
COc1cc(OC)c(NC(=S)Nc2cccc(C(C)=O)c2)cc1Cl
 : 120	-25	109	115	114	3	-2	126
O=C1c2cccnc2C(Nc2ccc(Cl)cc2)N1Cc1cccs1 (stereo unspecified)
 : 101	2	102	100	105	4	9	92
Nc1ccccc1N=Cc1ccc(-c2cccc(Cl)c2)o1
 : 79	-13	95	88	101	78*	-4	120
CC(C)CC(NC(=O)OC(C)(C)C)c1cn([C@@H](Cc2ccc(O)cc2)C(=O)N2CCN(C(=O)OC(C)(C)C)CC2)nn1 (stereo partly specified)
 : 75	1	94	75	89	0	6	127
CCOC(=O)C(C(=O)OCC)N(C#N)c1nc(SC)nc(N(C)C)n1
 : 103	-4	101	99	107	62*	6	102
Cc1ccc(S(=O)(=O)c2nc(S(C)(=O)=O)sc2N2CCC3(CC2)OCCO3)cc1
 : 104	1	100	107	97	-1	-1	120
CCCCn1c(SCC(=O)N2CC(=O)Nc3ccccc32)nnc1-c1ccoc1C
 : 90	-6	91	90	90	7	4	89
C/C(=N\O)c1ccn(S(=O)(=O)c2ccc(Cl)cc2)c1
 : 103	-5	105	108	114	-1	5	119

New compounds follow
Below each SMILES – CIT2-GFP yeast	proCasp7 act	RPL19A TOR yeast	AGP1 TOR yeast	MEP2-GFP yeast	AHR act	procasp3 activ	LAP4-GFP MLPCN
CCCCN(C)C(=O)C1CCCN(S(=O)(=O)c2ccc3c(c2)CC(C)N3C(=O)C2CC2)C1 (stereo unspecified)
 : 107	4	98	99	99	1	1	91
CCOC(=O)N1CCN(S(=O)(=O)c2ccc(OCC)c(C)c2)CC1
 : 97	0	98	98	97	-7	-2	105
CCn1cc(C(=O)OCC(=O)OC2CC(C)CCC2C(C)C)c(=O)c2ccc(C)nc21 (stereo unspecified)
 : 94	1	98	109	125	0	-3	124
CCOC(=O)CNC(=O)c1sc(NC(=O)c2cccc(F)c2)nc1C
 : 93	8	98	96	103	14	-1	102
CN1CCN(C(=O)CCN2C(=O)S/C(=C/c3ccc(Cl)cc3)C2=O)CC1
 : 103	-1	106	104	105	0	-8	89
Cc1ccccc1/C=C/c1nc2ccccc2c(=O)n1CCc1ccccc1
 : 99	0	99	94	93	19	-8	95
CCOC(=O)CN1C(=O)N[C@@H](c2cccc(F)c2)C(C(C)=O)=C1C
 : 98	6	101	89	99	1	2	128
Fc1ccc(N2N=C(c3cccs3)CC2c2ccccc2)cc1 (stereo unspecified)
 : ?	-17	90[may fluoresce violet]	24[may fluoresce violet]	124[may fluoresce violet]	4	-13	99[may fluoresce violet]
O=C(CN1CCCCCC1)Nc1ccccc1F
 : 108	10	101	104	102	-5	-9	103
COc1cc(C)c(Br)cc1S(=O)(=O)NCc1cccs1
 : 107	6	99	99	101	-2	7	93

(more compounds)
Below each SMILES – CIT2-GFP yeast	proCasp7 act	RPL19A TOR yeast	AGP1 TOR yeast	MEP2-GFP yeast	AHR act	procasp3 activ	LAP4-GFP MLPCN
COc1ccc(/C=C/CN2CCN(Cc3ccc(F)cc3)C(CCO)C2)cc1 (stereo unspecified)
 : 89	8	99	101	91	0	-3	106
O=C(c1ccc(F)cc1)N1CCN(C2CCCCC2)CC1
 : 103	.	110	109	105	.	.	99
CCN(CC)CCCN=Cc1c(O)n(-c2c(C)cccc2C)c(=O)c2ccccc12
 : 105	6	104	114	105	0	7	113
CCCS(=O)(=O)N1CCCC(C(=O)Oc2ccc(Cl)cc2)C1 (stereo unspecified)
 : 96	-2	105	96	101	0	9	84
CN1C(=O)C2(NC(=O)c3ccccc3N2C)c2ccccc21 (stereo unspecified)
 : 109	8	97	105	99	2	4	110
CCCn1c(=N)c(C(=O)NCc2ccc3c(c2)OCO3)cc2c(=O)n3cccc(C)c3nc21
 : 105	-12	102	96	111	14	-11	107
CSCC[C@H](NC(=O)OC(C)(C)C)C(=O)NCC1CCC(C(=O)O)CC1 (stereo partly specified)
 : 111	1	111	100	105	0	2	96
O=c1cc2c(nn1Cc1ccc(Cl)cc1)-c1ccccc1CC2
 : 90	1	96	99	102	0	0	113
Cc1nc(C)c(C(=O)OCC(=O)N2CCN(c3ccccc3)CC2)s1
 : .	1	113	112	108	0	3	110
Cc1nc2cc(Cl)ccc2n1CCO
 : 107	5	101	107	106	1	5	108

The listing continues.
Below each SMILES – CIT2-GFP yeast	proCasp7 act	RPL19A TOR yeast	AGP1 TOR yeast	MEP2-GFP yeast	AHR act	procasp3 activ	LAP4-GFP MLPCN
Cc1cc(NC(=O)c2noc3c2CCCC3)nn1Cc1ccc(Cl)cc1
 : 91	10	100	95	103	0	7	122
CCCCC(=O)NC(=S)NNC(=O)CC#N
 : 107	-4	107	112	109	-3	-1	108
O=C(CS(=O)(=O)c1ccc(Cl)cc1)NCCS(=O)(=O)c1ccc(Cl)cc1
 : 99	-1	96	100	100	3	-1	98
O=C(N/N=C/c1cc(Br)ccc1O)c1ccncc1
 : 85	-5	101	109	98	27	-5	91
CCCCN(C1CCS(=O)(=O)C1)S(=O)(=O)c1ccc(C(C)C)cc1 (stereo unspecified)
 : 92	8	90	100	96	0	0	88
Cc1c(NC(=O)Nc2ccc(C#N)cc2)c(=O)n(-c2ccccc2)n1C
 : 103	0	102	96	110	3	-2	96
COc1c(Cl)ccc(Cl)c1C(=O)NCc1ccco1
 : 104	-1	100	103	100	-2	8	82
CCC1(c2ccccc2)NC(=O)N(CC(=O)NCc2ccc(F)cc2)C1=O (stereo unspecified)
 : 107	-3	105	98	105	0	6	95
CC(C)(C)/C(O)=C/c1nc2cc(Cl)ccc2oc1=O
 : 91	-22	99	102	97	37	-31	95
CCn1c(SCC(N)=O)nnc1C(C)C
 : 93	6	90	94	86	0	9	93

(further entries)
Below each SMILES – CIT2-GFP yeast	proCasp7 act	RPL19A TOR yeast	AGP1 TOR yeast	MEP2-GFP yeast	AHR act	procasp3 activ	LAP4-GFP MLPCN
O=C1CNC(=S)N1CCc1ccc(Cl)cc1
 : 83	6	96	84	92	-8	5	89
CSc1ncc(C(=O)Nc2ccc(Cl)cc2)c(C)n1
 : 97	-3	98	91	106	94*	-2	92
N#Cc1c(Nc2ccccc2)sc(C(=O)c2ccc(F)cc2)c1N
 : 97	-5	100	97	100	13	-2	104
Cc1cc(C)c2c(=O)[nH]c(SCC(=O)Nc3ccc(Br)cc3)nc2n1
 : 94	-5	99	97	99	2	1	100

Not a hit list, and some 3.5% of all compounds hit somewhere here.
